Screening data deposited in PubChem by Sanford-Burnham Center for Chemical Genomics.
APOBEC3A inh: inhibitors of human APOBEC3A DNA deaminase. 0.41% of 330,000 active. AID 493011. recombinant A3A, FAM/TAMRA ssDNA deamination fluorescence. P31941. inhibition, % at 20 µM;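 active means at least 40% inhibition at 20 µM here, with at most 30% in a related deaminase screen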;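 further: plate controls were A3A with DMSO for no effect and wells lacking A3A enzyme for full effect; some results filed as inactive read as strong as hits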
Target sequence (P31941 whole entry, looked up): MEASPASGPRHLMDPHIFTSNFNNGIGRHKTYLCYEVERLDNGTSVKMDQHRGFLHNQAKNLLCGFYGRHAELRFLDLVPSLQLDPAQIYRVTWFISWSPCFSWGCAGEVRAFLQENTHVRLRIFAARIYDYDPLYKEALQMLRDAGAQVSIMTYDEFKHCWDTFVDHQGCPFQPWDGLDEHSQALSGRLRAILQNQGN
GRIN3A LBD mod: modulators (binders) of human NR3A ligand-binding domain; NR3A LBD differential scanning fluorimetry, Tm shift; 0% = protein alone, 100% = glycine-bound protein; Tm shift relative to glycine control, % at 25 µM; 2.5% of 340,000 active; AID 1259313;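 active means melting temperature shift of at least 10% of the positive control shift, at one fixed dose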
CXCR6 block: inhibitors of human CXCR6 receptor; inhibition, % at 20 µM; O00574; CHO-K1 PathHunter CXCR6 beta-arrestin, luminescence; 0.36% of 360,000 active; in the data active means inhibition above about 34%, passing the limit was not always enough;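 further: antagonist mode with CXCL16 agonist at 10 nM final; 0% = 10 nM CXCL16 with DMSO and 100% = unstimulated wells without agonist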
Gli-Sufu antag: antagonists of Gli-Sufu signaling; Sufu-KO-LIGHT fibroblasts, Gli luciferase reporter luminescence; inhibition, % at 5 µM; 0.74% of 340,000 active;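 active means inhibition above about 55%, limit read from the data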;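 further: 0% = DMSO-treated cells and 100% = wells with medium but no cells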
EBI2 antag: EBI2 (human) antagonism; EBI2 beta-arrestin recruitment, luminescence, 7a,25-OHC stimulated; P32249; inhibition, % at 5 µM; 0.81% of 360,000 active; AID 651636; in the data active means inhibition above about 38%;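 further: enzyme fragment complementation signal reports receptor beta-arrestin coupling in cells; 0% = agonist plus DMSO wells and 100% = wells without agonist; some results beyond the cut were filed as inactive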
Target sequence (P32249 whole entry, looked up, the tested form may be a part): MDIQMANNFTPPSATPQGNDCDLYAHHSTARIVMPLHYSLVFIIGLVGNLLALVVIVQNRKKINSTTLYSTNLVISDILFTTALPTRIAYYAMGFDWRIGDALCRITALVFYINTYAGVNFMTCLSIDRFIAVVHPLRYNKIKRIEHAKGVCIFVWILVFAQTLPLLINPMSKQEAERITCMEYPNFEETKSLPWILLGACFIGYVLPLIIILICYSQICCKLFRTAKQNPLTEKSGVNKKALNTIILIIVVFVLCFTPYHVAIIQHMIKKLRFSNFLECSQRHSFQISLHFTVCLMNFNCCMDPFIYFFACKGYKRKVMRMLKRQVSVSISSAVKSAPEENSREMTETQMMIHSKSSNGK
CCR6 antag: antagonists of human CCR6 receptor. 0.49% of 340,000 active. inhibition, % at 20 µM. CHO-K1 CCR6 PathHunter beta-arrestin, luminescence, CCL20-stimulated. P51684;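 active means compounds whose inhibition of the agonist-driven luminescence signal at 20 µM reaches about 50%, limit read from the data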;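 further: cells stimulated with CCL20 at 14 nM final; plate controls were DMSO with CCL20 for no effect and DMSO without agonist for full effect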
Target sequence (P51684 whole entry, looked up): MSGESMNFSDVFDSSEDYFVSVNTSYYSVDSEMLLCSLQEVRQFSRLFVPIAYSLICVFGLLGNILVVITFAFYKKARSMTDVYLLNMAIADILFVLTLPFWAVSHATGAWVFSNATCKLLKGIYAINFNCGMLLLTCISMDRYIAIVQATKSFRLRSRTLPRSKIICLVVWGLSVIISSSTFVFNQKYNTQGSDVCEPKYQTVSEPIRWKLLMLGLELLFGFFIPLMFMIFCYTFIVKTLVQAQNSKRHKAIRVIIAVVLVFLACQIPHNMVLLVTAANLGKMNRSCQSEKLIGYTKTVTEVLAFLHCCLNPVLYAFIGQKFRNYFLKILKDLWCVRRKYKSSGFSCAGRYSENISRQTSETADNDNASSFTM
MPTP block: permeability transition pore inhibition. isolated mouse mitochondria, Ca2+ swelling absorbance, 30 min. inhibition, % at 10 µM. 1.4% of 360,000 active;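 active means inhibition of 50% or more, scaled per plate between neutral and stimulator controls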;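 further: 0% = DMSO wells given calcium and 100% = 1 mM EGTA wells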
A3G deaminase: inhibitors of human APOBEC3G DNA deaminase; recombinant A3G, ssDNA deamination FAM/TAMRA fluorescence; inhibition, % at 20 µM; 0.28% of 330,000 active; AID 493012;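 active means inhibition of at least 40% at 20 µM, with no more than 30% in the related APOBEC3A deaminase screen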;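 further: plate controls were DMSO wells with A3G for no effect and wells lacking A3G enzyme for full effect; some compounds called inactive have numbers as strong as hits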
An asterisk follows results filed as active; . = not tested or not shown.

SMILES	APOBEC3A inh	GRIN3A LBD mod	CXCR6 block	Gli-Sufu antag	EBI2 antag	CCR6 antag	MPTP block	A3G deaminase
c1ccc(CCN2CN=C(Nc3nc4ccccc4s3)NC2)cc1	0	0	-3	2	14	6	1.4	-2
COc1ccc(/C=C2\C(=O)OCc3cc(OC)c(OC)cc32)cc1OC	-3	0	6	-2	-4	17	0.7	-11
CC1CCCCC1NC(=O)CSc1nncs1 (stereo not given)	-3	-2	1	-6	-8	-5	-0.8	0
N#Cc1ccccc1N1CCN(C(=O)c2ccc(NC(=O)c3ccc(Br)o3)cc2)CC1	-7	-2	-4	1	-8	6	1.7	-16
COc1ccc(Br)cc1CNc1ccc(N2CCOCC2)cc1	-3	-1	-4	0	-4	-6	-0.6	11
Cc1ccc(C(C(=O)NC2CCCC2)N(Cc2ccco2)C(=O)CCC(=O)Nc2cc(C)on2)cc1 (stereo not given)	0	2	-6	4	-11	7	-1.0	-4
COc1cccc(NC(=O)N2CCC(N3CCCCC3)CC2)c1	0	2	-1	-3	-5	-6	1.4	-1
CC(=O)C(Cc1ccccc1)NC(=O)COC(=O)c1ccc(-n2cnnn2)cc1 (stereo not given)	5	0	-4	1	-4	6	1.0	4
O=S(=O)(NCc1ccco1)N1CCOCC1	3	3	-2	1	-6	8	-0.4	-1
CNC(=O)Nc1cccc(-c2ccnc(C)n2)c1	-1	1	-12	5	-3	-4	1.9	0
CC12CCC(=O)C=C1CCC1C2CCC2(C)C1CC1C3C(=O)N(Cc4ccccc4)C(=O)C3CC(=O)C12 (stereo not given)	.	1	13	3	10	18	-1.7	.
CC(C)C1N(C(=O)CN2CCCCC2)CCN1S(=O)(=O)c1ccccc1 (stereo not given)	-4	0	0	13	0	7	0.6	-6
CCOC(=O)c1c(C)n(CC)c2c1cc(O)c1ccccc12	-2	-4	-22	-14	-18	-6	1.8	-9
Cc1cc(C)c(NC2=NCC(=O)N2C2CCCCC2)c(C)c1	-1	-4	-8	-3	-8	-1	1.4	0
CC(=O)Nc1ccc(S(=O)(=O)Nc2ccc(-c3ccc4nnc(C)n4n3)cc2)cc1	-3	-1	-6	-2	-4	11	1.5	-7
CCOc1ccc(NC(=O)c2cccc3c2C(=O)N(Cc2cccnc2)C3)cc1	-1	-4	-3	-12	15	15	-0.6	-6
O=[N+]([O-])c1ccc2nc(SCc3cn4cccnc4n3)[nH]c2c1	-6	-1	-5	1	-1	17	1.0	-11
COc1ccc(NC(C)=O)cc1C#N	1	-1	5	-5	-7	-9	3.2	0
Cc1c(C(=O)OCCN2CCCCC2)oc2ccccc12	-1	-1	3	-3	1	-4	0.0	-6
CC(C)(CO)NCc1ccc(Br)cc1	-3	-1	1	-2	-2	8	-1.0	-5
CCn1c2ccccc2c2cc(NC(=O)c3ccccc3-c3ccccc3C(=O)O)ccc21	-1	-5	-1	-21	-3	2	1.2	-4
O=C(CCNC(=O)Cn1ccc2ccccc2c1=O)NCCc1ccc(Cl)cc1	2	-3	-5	3	0	0	1.3	-9
O=C(Nc1ccccn1)c1cccc(S(=O)(=O)N2CCc3ccccc3C2)c1	2	5	0	4	-5	3	1.9	-6
COc1ccc(C)cc1N(CC(=O)NC1CCCC1)C(=O)CCC(=O)Nc1nc(C)cs1	-2	-4	4	-1	-7	-3	-0.9	-8
Cc1cc(C(=O)OC(C)C(=O)Nc2nc(-c3ccccc3)cs2)c(C)o1 (stereo not given)	1	-7	1	-10	-23	15	0.3	16
CCC(C(=O)NC(CC(=O)O)c1ccc(Cl)cc1)c1ccccc1 (stereo not given)	-4	1	6	2	-11	9	-0.1	-8
COc1cc2c(cc1NC(=O)COC(=O)C1CC(=O)N(Cc3ccco3)C1)oc1ccccc12 (stereo not given)	1	0	-9	-7	-7	0	0.1	-2
Cc1ccc(S(=O)(=O)Cn2nnnc2C(C(C)C)N2CCC(O)CC2)cc1 (stereo not given)	-1	6	-4	-19	1	-5	-0.5	-6
COc1ccc2c(c1)CCc1cn[nH]c1-2	-2	1	3	-5	3	-10	-1.1	-6
CC(=O)c1cccc(NC(=O)C(C)OC(=O)C2=NNC(=O)CC2)c1 (stereo not given)	-4	0	3	12	-5	5	0.6	-9
Cc1ccc(CS(=O)(=O)Cc2ccc(C(=O)NCCc3ccccc3)o2)cc1	-6	-1	9	-10	26	11	-0.6	-9
Cc1cc(NC(=O)Cc2cccs2)nn1CC(=O)NCc1ccco1	0	0	-9	6	-6	8	-1.3	-5
Cc1ccc2nc(Nc3ccccc3O)nc(-c3ccccc3)c2c1	2	5	6	32	22	5	6.2	2
CC(O)Cn1c(N2CCCC2)nc2c1c(=O)[nH]c(=O)n2C (stereo not given)	-5	-2	-7	50	-8	-6	-0.6	-3
N#C/C(=C\c1ccc(-c2ccc(C(=O)O)cc2)o1)c1nc2ccccc2[nH]1	.	-8	-6	-14	8	-7	0.0	.
CCSc1nnc(CNC(=O)C23CC4CC(CC(C4)C2)C3)n1Cc1ccccc1	-1	-5	6	2	6	1	0.9	-6
CCc1cc(C(=O)NNC(=S)Nc2ccccc2C)cs1	-5	-2	18	-73	-3	-11	2.8	-5
CC(=O)Nc1sc2c(c1C(c1cccc(F)c1)N1CCN(CCO)CC1)CCCC2 (stereo not given)	-5	0	-1	-18	1	2	-1.6	-7
CC(=O)NCc1cn2c(C)csc2n1	2	-2	-3	-5	-2	14	-2.8	1
C=C(C)CNC(=O)CCc1nnc(Cc2cccc(C(F)(F)F)c2)o1	3	0	5	-4	-4	-4	-0.6	1
CCCc1cc(=O)n2[nH]c(NCc3cccs3)nc2n1	-1	-1	-8	0	-2	6	0.0	0
CCOC(=O)CSc1nc(C2CC2)nc2ccccc12	-3	-1	2	-1	-3	6	0.9	-4
Cc1c(NC(=O)C(C)OC(=O)C(NC(=O)c2ccco2)C(C)C)c(=O)n(-c2ccccc2)n1C (stereo not given)	3	1	-3	-1	3	11	-1.4	1
Cc1ccc(NC(=O)Nc2ccc3c(c2)CCC3)c(C)c1	-4	1	-1	-11	-2	6	-0.7	-9
O=C(CCCNS(=O)(=O)c1cccs1)N1CCc2ccccc2C1	-3	1	3	-6	-14	-2	0.4	-6
O=c1cc(/C=C/c2ccccc2)oc2ccccc12	-4	2	0	-45	-15	0	-0.1	-6
COc1cccc(CNC(=O)Cc2ccc(Br)cc2)c1	-4	0	-11	-5	-1	6	0.6	-11
COCCNc1oc(-c2ccccc2Cl)nc1S(=O)(=O)c1ccc(C)cc1	-2	-2	-2	15	-9	13	0.2	-5
CCN(CC)C(=O)Cn1cnc2sc(C(=O)Nc3cc(OC)c(OC)c(OC)c3)c(C)c2c1=O	3	-2	5	7	-7	-13	-0.7	6
NC(=O)c1cc2ccccc2o/c1=N\NC(=O)c1ccc(F)cc1	1	-1	-11	5	12	5	0.4	-2
COc1ccc(C(=O)/C=C2\NCCc3cc(OC)c(OC)cc32)cc1OC	-4	0	-5	32	4	-2	-0.7	-3
COc1ccc(CCNC(=O)CN2C(=O)NC(CCSC)C2=O)cc1 (stereo not given)	2	0	-3	-2	-1	-7	0.9	-7
Cc1cc(C)cc(OCC(=O)Nc2cccc(C(=O)O)c2)c1	2	0	2	-4	-1	-7	-3.1	-1
CCOc1ccc(NC(=S)NC(=O)/C=C/c2ccc(Br)cc2)c([N+](=O)[O-])c1	2	0	4	-8	16	18	2.5	-6
Cc1c(Cl)cccc1S(=O)(=O)Nc1ccnn1C	2	0	7	7	-1	-12	1.2	-7
CCOC(=O)N1CCN(C(=O)CSc2nc(=O)n3ccc(C)cc3n2)CC1	-4	4	-12	-12	-23	-3	-0.8	-7
COc1cc(NC(=O)CSc2nnc3ccc(-c4cccnc4)nn23)cc(OC)c1	-2	-2	-4	-10	-16	8	0.2	-9
O=C(O)c1ccc(C(=O)Nc2cccc3ccccc23)c(C(=O)O)c1	-9	1	-4	5	4	-5	1.9	-1
CSc1ncccc1C(=O)OCC(=O)NCc1cccs1	4	-2	2	7	-4	-5	0.2	3
CCOC(=O)C1CCN(C(=O)/C=C/c2cccs2)CC1	0	-1	2	-23	32	13	-0.6	1

A second format for some results above:
Every second line gives: APOBEC3A inh | GRIN3A LBD mod | CXCR6 block | Gli-Sufu antag | EBI2 antag | CCR6 antag | MPTP block | A3G deaminase
> NC(=O)c1cc2ccccc2o/c1=N\NC(=O)c1ccc(F)cc1
    1 | -1 | -11 | 5 | 12 | 5 | 0.4 | -2
> COc1ccc(C(=O)/C=C2\NCCc3cc(OC)c(OC)cc32)cc1OC
    -4 | 0 | -5 | 32 | 4 | -2 | -0.7 | -3
> COc1ccc(CCNC(=O)CN2C(=O)NC(CCSC)C2=O)cc1 (stereo not given)
    2 | 0 | -3 | -2 | -1 | -7 | 0.9 | -7
> Cc1cc(C)cc(OCC(=O)Nc2cccc(C(=O)O)c2)c1
    2 | 0 | 2 | -4 | -1 | -7 | -3.1 | -1

(next part)
SMILES	APOBEC3A inh	GRIN3A LBD mod	CXCR6 block	Gli-Sufu antag	EBI2 antag	CCR6 antag	MPTP block	A3G deaminase
CCn1cc(C(=O)Nc2cccc(NC(C)=O)c2)c2cc(OC)c(OC)cc2c1=O	0	1	-2	11	14	-4	0.0	-2
COc1cccc(N2CCN(C(=O)c3ccc4nc[nH]c4c3)CC2)c1	0	1	-3	9	-23	-2	1.3	4
COc1ccc(-c2cc(C(=O)NN3CCOCC3)c3ccccc3n2)cc1OC	3	-2	5	-5	-6	2	0.1	-2
Cc1ccc(NC(=O)c2ccc(-n3cccn3)c([N+](=O)[O-])c2)cc1	1	7	-4	-1	8	9	8.2	-5
CC1CCCN(C(=O)CSCC(=O)Nc2nc(-c3cccs3)cs2)C1 (stereo not given)	2	-1	-1	-13	4	-14	14	4
CCOC(=O)/C(C(=Nc1ccccc1)Nc1ccccc1)=C(\C)O	-6	0	8	5	-6	11	0.4	-3
O=C(NN1C(=O)C2C3C=CC([C@@H]2C1=O)C31CC1)c1ccccc1 (stereo not given in full)	-2	0	1	0	-9	3	1.5	-2
Cc1c(Cl)cccc1NC(=O)CSc1nncn1-c1cccnc1	-3	-2	1	6	-44	9	0.2	-5
CN1CCCN(C(=O)CC2(CC(=O)O)CCCC2)CC1	-3	1	-4	-7	2	-17	-1.3	-8
O=C(c1cc2ccccc2oc1=O)N1CCN(S(=O)(=O)c2ccccc2)CC1	-2	1	0	2	0	-3	0.1	-2
CC(=O)c1cc(F)c(N2CCCC2)cc1C	-1	-1	2	-7	3	-5	0.8	5
CS(=O)(=O)N(CC(=O)N/N=C/c1cc2c(cc1Br)OCO2)c1ccccc1Br	-1	-11	9	-16	25	13	-2.1	-7
Cc1ccc(C(=O)c2oc3ccccc3c2NC(=O)c2cc(-c3ccccc3O)n[nH]2)cc1	-3	31*	7	0	32	-24	7.3	-4
O=C(COC(=O)C1CCC1)Nc1cc(S(=O)(=O)N2CCCCC2)ccc1Cl	1	0	-13	-11	-5	6	0.7	-1
C/C(CCc1ccc2c(c1)OCO2)=N\N=C1\NC(=O)CC(C(=O)Nc2ccc(Cl)cc2)S1 (stereo not given)	0	5	4	-11	0	-17	1.3	-5
COC(=O)c1nn(-c2ccc(OC)cc2)c(=O)cc1Oc1cccc(Cl)c1	0	-2	3	6	3	0	2.2	-3
Cc1cc(C(=O)OCC(=O)N2CCCCCC2)ccc1[N+](=O)[O-]	-5	4	7	-2	-5	6	-0.6	-9
C[C@H]1CCC[C@@]2(O[C@H](CCO)C[C@@H](O)[C@@H]2O)O1	2	-1	3	-8	-16	3	0.0	13
N#C/C(=C\c1cccnc1)C(=O)Nc1ccc(O)cc1F	-5	2	-8	12	2	-13	0.2	-6
O=C(Nc1nnc(-c2ccc(Cl)cc2)o1)NC1CCCCC1	-4	-4	-2	-5	0	17	0.6	-3
O=C(NN=Cc1cccc2ccccc12)C1CC1	.	-3	-7	-7	-3	2	-1.4	.
OC(COCc1cccs1)CN1CCN(c2cccc(C(F)(F)F)c2)CC1 (stereo not given)	-7	-5	-16	23	3	12	-0.4	-7
CNCCCOc1cc(C)cc(C)c1C	-1	1	3	3	-2	-3	-0.6	-4
COc1cc(OC)cc(-c2c(-c3ccsc3)c3cc(Br)ccc3n2C)c1	-4	2	6	-3	1	14	0.4	-15
